Yfh1-off respiration: enhancers of respiration in Yfh1-depleted yeast, dose response, Friedreich's ataxia, plus single-dose screen (AID 1465) | fold induction at 50 µM, or EC50 in µM where a hit was titrated | S. cerevisiae Yfh1-off respiration, WST-1 reduction, 72 h; higher fold induction means a stronger effect | actives 0.074% (n = 220,000);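 active = fold induction of absorbance versus untreated yeast above a set limit, then at least 30% activation at any dose in follow-up; inconclusive = repeats straddling the limit, or above it without dose testing; inactive = fold induction below the set limit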;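 note: activators that raise dye reduction in frataxin-depleted yeast; strong numbers were not always called active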
NS5 inhibitors: Dengue-2 NS5 methyltransferase inhibitors, primary screen, biochemical, confirmation dose response (AID 588689) | Genome polyprotein (Dengue virus type 2 (strain 16681-PDK53)) | Dengue-2 NS5 methyltransferase capping enzyme assay, biochemical; higher % means a stronger effect | inhibition, % at 25 µM; hits with a dose series show IC50 in µM | actives 0.3% (n = 340,000); in the data active = a potency from the dose series; inconclusive = inhibition above about 29% without an active follow-up result
WT yeast gro inh: growth inhibition of WT strain, primary screen, mitochondrial fusion inhibitor project, WT and mutant strains, chemical genetic; actives 2.1% (n = 190,000); AID 1362, 2008; mitochondrial fusion phenotypic screen; inhibition, % at 10 µM; in the data active = inhibition above about 58%; tested in S. cerevisiae
RSV CPE inhibition: RSV antiviral activity via CPE protection, HEp-2 cells, primary 10 µM value included (AID 2391). actives 0.13% (n = 310,000). CPE inhibition, % at 10 µM; hits with a dose series show IC50 in µM. HEp-2 cells, RSV-induced CPE inhibition; higher % means a stronger effect; in the data active = a potency from the dose series; inconclusive = CPE inhibition mostly from about 23% at the one dose, without a potency; inactive = the rest, 99 in 100 with CPE inhibition below about 21%; note: strong numbers were not always called active
XIAP displacement: XIAP antagonists, biochemical, IAP family, fluorescence polarization (AID 1018). E3 ubiquitin-protein ligase XIAP (Homo sapiens). XIAP BIR domain, fluorescence polarization peptide displacement; higher % means a stronger effect. displacement, % at 20 µM, or IC50 in µM where a hit was titrated. actives 0.007% (n = 200,000); in the data active = displacement above about 50%; note: a part of the inactive calls stands beside numbers as strong as those of hits
K1F lysis inhibition: inhibition of K1F phage lysis, E. coli UTI89, bacterial capsule biogenesis inhibitors, alamar blue (AID 488966); inhibition, % at 100 µM; hits with a dose series show IC50 in µM; E. coli UTI89 K1F phage lysis, alamar blue, 2 h; higher % means a stronger effect; actives 0.02% (n = 340,000);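 active = phage lysis inhibition, versus mean bacterial control, above a set limit; inconclusive = no clear call, values can overlap the other calls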;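 note: capsule biogenesis inhibitors block K1F phage lysis so surviving cells raise fluorescence; higher fluorescence means more inhibition of phage lysis; actives were called in the ten point dose series up to 300 µM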
Large T inhibition: SV40 large T antigen inhibitors, biochemical (AID 1903); SV40 large T antigen ATPase/helicase inhibition assay; higher % means a stronger effect; actives 0.39% (n = 310,000); one-dose inhibition, % at 20 µM; IC50 in µM for titrated hits; in the data active = a potency from the dose series; inconclusive = inhibition mostly from about 32% at the one dose, without a potency; inactive = the rest, 99 in 100 with inhibition below about 32%; note: strong numbers were not always called active
West Nile virus CPE: West Nile virus antiviral activity, cell-based, CPE readout (AID 1621). West Nile virus-infected cells, CPE inhibition; higher % means a stronger effect. one-dose CPE inhibition, % at 10 µM; IC50 in µM for titrated hits. actives 0.02% (n = 290,000); in the data active = a potency from the dose series; inconclusive = CPE inhibition mostly from about 3.7% at the one dose, without a potency; inactive = the rest, 99 in 100 with CPE inhibition below about 2.2%; note: strong numbers were not always called active
CSM14.1 death rescue: rescue of cells from ER stress-induced death, primary screen, 384-well, CSM14.1, thapsigargin, ATP luminescence (AID 1222). cellular ATP content (survival), % at 20 µM, or EC50 in µM where a hit was titrated. 190,000 tested, under 10 active. CSM14.1 thapsigargin-induced death rescue, ATP luminescence; higher % means a stronger effect;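 active = EC50 below 50 µM in the dose-response confirmation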;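 note: death triggered by thapsigargin at about 15 µM added after 2 h compound pretreatment; cell ATP read after overnight thapsigargin exposure of roughly 18 to 22 hours; normalized against plate controls of thapsigargin alone and 5% DMSO vehicle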
WT yeast gro inh mutant strain: further read-out of WT yeast gro inh, marked with its call; inhibition, %; mitochondrial fusion phenotypic screen, mutant strain inhibition
* marks the source's active call; other numbers are inactive results; i = inactive; ? = inconclusive; . = not tested or not shown; [ ] = another dose, or the depositor's remark.

SMILES	Yfh1-off respiration	NS5 inhibitors	WT yeast gro inh	WT yeast gro inh mutant strain	RSV CPE inhibition	XIAP displacement	K1F lysis inhibition	Large T inhibition	West Nile virus CPE	CSM14.1 death rescue
CCOc1ccccc1-c1nc(-c2ccc(C)nc2OC)no1	i	-12.5%	8.8	-4.3	2.1%	-1.9%	4.1%	-1.0%	-0.7%	1.8%
COC(=O)c1cc(S(=O)(=O)N(C)C2CCCCC2)cn1C	.	5.5%	.	.	2.4%	.	-0.2%	6.3%	-0.3%	.
COc1ccccc1NC(=O)c1cc2c(s1)-c1ccccc1S(=O)(=O)C2	i	-3.2%	.	.	3.0%	.	0.1%	10.7%	-0.1%	.
COc1ccc(S(=O)(=O)N2CCCC(C(=O)NCc3ccco3)C2)cc1OC (stereo not drawn)	.	-0.8%	.	.	8.8%	.	0.2%	6.9%	0.2%	.
Cc1ccc(S(=O)(=O)N=S(CC2CC2(Cl)Cl)CC2CC2(Cl)Cl)cc1 (stereo not drawn)	i	-1.6%	1.4	-7.0	0.7%	-9.2%	0.5%	-3.4%	-0.8%	-1.6%
CCc1nc2ccccc2[nH]1	i	2.8%	-8.2	14.0	0.3%	-2.6%	0.1%	5.8%	0.0%	0.0%
COc1cccc(CNC(=O)CCc2nnc3ccc(NCCCN4CCCC4=O)nn23)c1	.	33.4%	.	.	0.6%	.	0.0%	4.3%	0.1%	.
Cc1oc(CN2CCOCC2)cc1C(=O)O	i	0.0%	-7.4	4.5	0.7%	-5.5%	0.9%	7.1%	0.6%	-0.7%
COc1ccc(CCNC(=O)CCN2C(=O)[C@@H]3Cc4ccccc4CN3C2=O)cc1	.	-8.8%	.	.	0.9%	.	1.6%	.	2.2%	.
COc1ccc(C(=O)NCC2(N3CCCCC3)CCCCC2)cc1S(=O)(=O)N(C)C	.	-0.8%	.	.	1.3%	.	0.6%	5.2%	-0.3%	.
Cc1cc(C)c(S(=O)(=O)N2CCN(S(=O)(=O)N3CCOCC3)CC2)c(C)c1	.	-12.5%	.	.	14.9%	.	0.3%	10.6%	0.0%	.
C(=N\c1nccs1)/Nc1nccs1	i	0.0%	4.7	15.2	1.3%	-0.6%	-0.2%	4.8%	0.0%	-1.2%
c1cc(-c2sc(-c3ccncc3)c(-c3ccncc3)c2-c2ccncc2)ccn1	i	.	.	.	8.5%	.	.	19.2%	0.2%	.
COc1ccc(NC(=O)c2cc(C)on2)cc1OC	i	-5.6%	-0.1	-2.2	0.4%	-1.9%	-1.2%	19.3%	-0.2%	1.5%
COc1ccc(/C=N/NC(=O)c2ccc(NC(=O)c3cccc([N+](=O)[O-])c3)cc2)c(C(=O)O)c1OC	.	2.5%	.	.	2.8%	.	1.6%	8.8%	0.2%	.
CC1=CC(C)(C)N2C(=O)C3(C(C#N)=C(N)OC4=C3C(=O)CC(C)(C)C4)c3cc(C)cc1c32 (stereo not drawn)	i	-2.4%	0.3	-4.0	0.2%	-2.1%	-1.6%	2.6%	-0.9%	2.0%
COc1cccc(NC(=O)Nc2nccc(C)n2)c1	i	-18.3%	24.6	9.0	4.7%	-4.7%	0.1%	6.7%	1.3%	-3.7%
COc1ccc(NC2CCCN(C(=O)Cn3ccc(C)n3)C2)cc1OC (stereo not drawn)	.	0.3%	.	.	0.9%	.	0.2%	20.0%	0.3%	.
Cc1cccc2nc(Cn3c(=O)n(CCCC(=O)NCc4ccco4)c(=O)c4ccccc43)cc(=O)n12	i	-0.7%	3.0	-6.5	?	-3.6%	0.4%[50 µM]	9.4%	-1.1%	0.1%
CCOC(=O)CC(=O)CSc1nc2c(sc(=S)n2-c2ccc(OCC)cc2)c(=O)[nH]1	i	1.9%	9.8	-13.0	10.8%	-2.9%	-0.2%	4.7%	-0.6%	-2.5%
COc1ccc(N2C(=O)CSCC2=O)cc1OC	i	6.6%	6.2	7.8	1.8%	-2.5%	-0.4%	-0.9%	0.9%	-0.7%
Cc1cc(NC(=O)c2ccc3c(c2)C(=O)N(C2CCCCC2)C3=O)no1	i	-6.0%	-2.9	-9.2	4.7%	-12.4%	0.9%	4.7%	0.0%	-0.4%
CC(C)CCNC(=O)C1CC(c2ccccc2[N+](=O)[O-])=NO1 (stereo not drawn)	i	3.2%	.	.	1.4%	.	0.5%	12.9%	1.4%	.
CN(C)CCNC(=O)C(=O)NCC1OCCCN1S(=O)(=O)c1cccs1 (stereo not drawn)	i	-2.9%	-11.1	-12.8	1.2%	0.4%	2.8%	21.2%	0.2%	-0.8%
CCOC(=O)C(=N/O)/C(C)=N/NC(C)=O	i	-3.9%	-1.9	3.0	2.0%	-6.3%	4.8%	6.9%	0.6%	5.1%

Shown in markdown: entries from further up.
| Compound | Yfh1-off respiration | NS5 inhibitors | WT yeast gro inh | WT yeast gro inh mutant strain | RSV CPE inhibition | XIAP displacement | K1F lysis inhibition | Large T inhibition | West Nile virus CPE | CSM14.1 death rescue |
| --- | --- | --- | --- | --- | --- | --- | --- | --- | --- | --- |
| COC(=O)c1cc(S(=O)(=O)N(C)C2CCCCC2)cn1C | . | 5.5% | . | . | 2.4% | . | -0.2% | 6.3% | -0.3% | . |
| COc1ccccc1NC(=O)c1cc2c(s1)-c1ccccc1S(=O)(=O)C2 | i | -3.2% | . | . | 3.0% | . | 0.1% | 10.7% | -0.1% | . |
| COc1ccc(S(=O)(=O)N2CCCC(C(=O)NCc3ccco3)C2)cc1OC (stereo not drawn) | . | -0.8% | . | . | 8.8% | . | 0.2% | 6.9% | 0.2% | . |
| Cc1ccc(S(=O)(=O)N=S(CC2CC2(Cl)Cl)CC2CC2(Cl)Cl)cc1 (stereo not drawn) | i | -1.6% | 1.4 | -7.0 | 0.7% | -9.2% | 0.5% | -3.4% | -0.8% | -1.6% |

New compounds follow.
SMILES	Yfh1-off respiration	NS5 inhibitors	WT yeast gro inh	WT yeast gro inh mutant strain	RSV CPE inhibition	XIAP displacement	K1F lysis inhibition	Large T inhibition	West Nile virus CPE	CSM14.1 death rescue
O=S1(=O)CC=C(CSC(=S)NC2CCS(=O)(=O)C2)C1 (stereo not drawn)	i	-27.9%	0.5	1.9	3.6%	-5.8%	-4.8%	16.4%	-0.1%	-2.5%
COC(=O)Cn1c(=NC(=O)c2cccc(OC)c2)sc2cc(OC)ccc21	i	-2.9%	0.4	-5.0	2.0%	-3.2%	2.7%	7.1%	-0.3%	2.0%
CCN(CC)CCN1C(=O)c2oc3ccccc3c(=O)c2C1c1ccccc1 (stereo not drawn)	i	0.7%	-11.7	-11.7	-1.1%	-6.3%	3.0%	-1.4%	0.1%	-2.0%
CCC(C)(C)NC(=O)C(c1ccc(F)cc1)N(Cc1cccs1)C(=O)c1cnccn1 (stereo not drawn)	i	-6.2%	-1.1	2.2	-0.4%	-3.8%	-0.5%	25.2%	-0.5%	1.4%
Cc1ccc(Cn2c(C)c3cnn(CC(=O)NCc4ccccn4)c(=O)c3c2C)cc1	.	0.0%	.	.	2.6%	.	3.3%	-3.0%	-1.6%	.
CCCNS(=O)(=O)c1ccc(CCC(=O)N2CCC(C)CC2)cc1	i	-1.6%	-9.5	-4.4	0.6%	-9.8%	0.7%	0.6%	-0.8%	0.1%
COc1ccc(NS(=O)(=O)c2cc(NC(=O)c3ccco3)ccc2N2CCCCC2)cc1	i	-9.4%	28.0	6.1	0.2%	-3.7%	-3.4%	8.5%	-1.3%	-1.1%
O=C(CSC1=NCCS1)Nc1ccnc2ccccc12	i	-0.7%	27.7	28.3	6.0%	-7.8%	0.3%	-2.1%	-0.7%	0.2%
COc1cc(/C=C2\C(=N)N3N=CSC3=NC2=O)cc(Br)c1OC(=O)c1ccco1	i	-116.4%	-13.6	6.8	5.0%	-4.3%	11.3%	14.8%	-0.2%	-1.1%
O=C1CSC(c2ccccc2)N1c1nc(-c2ccc(Cl)cc2Cl)cs1 (stereo not drawn)	i	-4.0%	18.8	8.2	-0.7%	-2.3%	-1.6%	6.0%	?	1.3%
COc1ccc(S(=O)(=O)N(C)CC(=O)NCc2ccco2)cc1Cl	.	2.6%	.	.	0.6%	.	0.9%[50 µM]	8.6%	-0.5%	.
CSc1ccc(Cl)c(C(=O)Nc2ccc(N3CCOCC3)cc2)c1	i	-6.2%	31.1	4.0	4.5%	-5.0%	-0.2%	6.4%	-0.4%	0.7%
NC(=O)c1ccccc1-c1nc(-c2ccccc2)no1	i	-3.2%	-13.3	0.7	1.8%	3.3%	1.4%	1.4%	0.0%	-1.8%
Cc1cccc(C)c1NC1=NC(=S)N(c2ccccc2)C12CCOC(C)(C)C2 (stereo not drawn)	i	8.0%	-6.4	4.3	.	-7.3%	-0.5%	24.3%	1.1%	-1.3%
COc1ccc(/C=N/NS(=O)(=O)c2ccc(C)cc2)cc1OC(=O)c1ccc(C)cc1	i	.	18.3	21.1	13.9%	-4.0%	0.4%	10.3%	0.2%	-2.9%
O=C(COC(=O)c1cccc([N+](=O)[O-])c1)NCC1CCCO1 (stereo not drawn)	i	-2.8%	.	.	0.2%	-10.5%	0.3%	0.3%	-0.1%	-1.1%
CCC(C(=O)OCC(=O)N1C(C)CCCC1C)c1ccccc1 (stereo not drawn)	.	-5.9%	.	.	-0.3%	.	0.2%	3.6%	0.3%	.
CN1CCN(C(=O)/C(=C/c2ccc([N+](=O)[O-])cc2)NC(=O)c2ccccc2)CC1	.	3.3%	.	.	0.2%	.	0.0%	12.0%	-0.8%	.
CCC(=O)Nc1cc(C(=O)O)ccc1S(=O)(=O)c1ccc(C)cc1	i	-2.6%	-10.1	-12.4	1.2%	-2.0%	1.5%[50 µM]	17.6%	0.1%	10.9%

6 entries from above, ordered by the value under NS5 inhibitors, highest first.
canonical_smiles | NS5 inhibitors | WT yeast gro inh mutant strain | RSV CPE inhibition | XIAP displacement | Large T inhibition | West Nile virus CPE
Cc1cccc(C)c1NC1=NC(=S)N(c2ccccc2)C12CCOC(C)(C)C2 (stereo not drawn) | 8.0% | 4.3 | . | -7.3% | 24.3% | 1.1%
CN1CCN(C(=O)/C(=C/c2ccc([N+](=O)[O-])cc2)NC(=O)c2ccccc2)CC1 | 3.3% | . | 0.2% | . | 12.0% | -0.8%
CCC(=O)Nc1cc(C(=O)O)ccc1S(=O)(=O)c1ccc(C)cc1 | -2.6% | -12.4 | 1.2% | -2.0% | 17.6% | 0.1%
COC(=O)Cn1c(=NC(=O)c2cccc(OC)c2)sc2cc(OC)ccc21 | -2.9% | -5.0 | 2.0% | -3.2% | 7.1% | -0.3%
O=C1CSC(c2ccccc2)N1c1nc(-c2ccc(Cl)cc2Cl)cs1 (stereo not drawn) | -4.0% | 8.2 | -0.7% | -2.3% | 6.0% | ?
Cc1cc(C)c(S(=O)(=O)N2CCN(S(=O)(=O)N3CCOCC3)CC2)c(C)c1 | -12.5% | . | 14.9% | . | 10.6% | 0.0%
